High-throughput results from PubChem BioAssay.
PGC1a acetyl inh: inhibitors of PGC1a acetylation signal, primary screen, cell-based, U2OS, AlphaScreen, inhibitor mode. AlphaScreen anti-acetyl-lysine; with virally co-expressed GCN5 acetyltransferase. 350,000 compounds, 0.17% hits. AID 651687, 2012. inhibition, % at 15.6 µM;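 active = every replicate shows inhibition of at least 40%; inconclusive = mean inhibition at least 40% but some replicate below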;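 note: 0% = neutral control wells and 100% = positive control wells; some results beyond the cut were filed as inactive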
FN deposit inh: inhibitors of fibronectin matrix deposition, primary screen, AH1F cells, Alexa488-fibronectin fluorescence, plate reader | AH1F fibroblasts, overnight | inhibition, % at 12.6 µM | 350,000 compounds, 0.086% hits;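 active = mean inhibition across replicates of 30% or more, regardless of how many single replicates reach that level; inconclusive = mean under 30% yet at least half of replicates reach 30%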;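 note: positive control wells lacked labelled fibronectin entirely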
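Material – AH1F fibroblast monolayer, labelled fibronectin deposition · Reagent – labelled fibronectin 24 nM · Timing – 1 h adhesion, overnight exposure · Measured by – fluorescence at 485 nm excitation, 525 nm emission · Read-out – inhibition of fibronectin deposition signal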
Cneo AK release: Cryptococcus neoformans cell lysis inducers, primary screen, AK release luminescence, single concentration; lysis activity, % at 15 µM; AID 651654, 2012; 360,000 compounds, 0.2% hits; C. neoformans lysis, adenylate kinase release luminescence, 4 h; normalised: neutral wells 0, clomiphene wells 100;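 active = mean lysis activity across replicates of at least 80%, whatever share of replicates individually reach that level; inactive = mean lysis activity below 80%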
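Material – log-phase Cryptococcus neoformans yeast cells · Input – 5 × 10^6 yeast cells/mL · Medium – fresh YPD growth medium · Doses – single compound concentration per well · Timing – static 4 h at 37 °C with compound, 1 h detection · Detection – adenylate kinase release luminescence · Read-out – signal increase indicating cell lysis · Control set – Clomiphene as positive lysis control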
F508del corr: F508del CFTR correction, initial screen, CFBE line, single point; CFBE cells, YFP halide quenching; stimulated with forskolin plus potentiator P3; % fluorescence drop versus neutral controls; activity (quench increase), % at 7.58 µM; 350,000 compounds, 0.36% hits;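 active = mean added fluorescence quench of at least 8% versus neutral control, with both replicates also reaching 8%; inconclusive = only one of the mean or replicate conditions met; inactive = mean below 8% and not both replicates reaching 8%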;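 note: cells transiently co-express mutant CFTR-F508del with the halide-sensitive YFP; corrector assay measuring rescue of mutant channel to the surface after 24 h compound exposure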
INS-1E GSIS act: GLuc luminescence reporter in INS-1E cells, primary screen for activators of glucose-dependent secretion of insulin; 370,000 compounds, 0.61% hits; activation, % at 16.6 µM; INS-1E GLuc reporter insulin secretion, 2-3 h;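 active = lowest replicate activation of at least 40%, so every replicate reaches that level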;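 note: 0% = median of neutral control wells and 100% = median of IBMX positive control wells; some compounds called inactive have numbers as strong as hits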
PglD inh: C. jejuni PglD acetyltransferase inhibitors, primary screen, biochemical, DTNB colorimetric, single point; purified PglD enzyme, DTNB colorimetric CoA detection; inhibition, % at 12.5 µM; 360,000 compounds, 0.098% hits; AID 602405, 2012; in the data active = inhibition above about 16%, passing the limit was not always enough; inconclusive = no clear call, values can overlap the other calls; note: strong numbers were not always called active
miR122 inh: miR-122 Renilla sensor signal increase in Huh7, primary screen, miR-122 inhibitor project, cell-based, single point, plate reader | 340,000 compounds, 0.3% hits | Huh7 miR-122 Renilla luciferase sensor, 48 h; neutral wells = 0, positive control = 100 | activation (reporter increase), % at 12.5 µM;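 active = mean replicate activation score at least 90 and every replicate individually at or above 90; inconclusive = only one of the two criteria met; inactive = neither criterion met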;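 note: higher luciferase means less miR-122 activity so hits act as miR-122 inhibitors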
Statin myotox sup: suppressors of statin myotoxicity in C2C12 myotubes, primary screen, cell-based, single point, plate reader | C2C12 myotubes + simvastatin, ATP luminescence, 48 h; scaled: DMSO 0, geranylgeraniol control 100 | rescue of ATP level, % at 7.49 µM | 330,000 compounds, 0.78% hits;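 active = mean ATP rescue above about 67%, or every replicate alone reaching that limit, limit read from the data, passing the limit was not always enough; inconclusive = no clear call, values can overlap the other calls; inactive = mean under the limit and some replicate under it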;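 note: myotubes were challenged with 10 µM simvastatin during compound exposure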
* = called active by the depositor; u = inconclusive; x = not tested or not shown; & = joins results of further samples; [ ] = remark or other dose. Outcome played no part in choosing rows (roughly 2.1% active in at least one column).

SMILES	PGC1a acetyl inh	FN deposit inh	Cneo AK release	F508del corr	INS-1E GSIS act	PglD inh	miR122 inh	Statin myotox sup
Cn1c(=O)c2c(nc(N3CCN(Cc4ccccc4)CC3)n2CC(=O)c2ccccc2)n(C)c1=O	-2	x	8	x	x	7	-2	24
Cn1c(CCNC(=O)OC(C)(C)C)n[nH]c1=S	-6	x	-3	x	x	8	3	1
Cn1c(=O)c(=O)n(C)c2cc(S(=O)(=O)N3CCCC3C(=O)Nc3ccc(F)cc3)ccc21 (stereo not drawn)	11	-9	-5	-0.5	-12	3	-2	-10
CCCC(=O)Nc1ccc2c(c1)OC[C@@H](C)N(C(=O)c1cccnc1)C[C@@H](C)[C@H](OC)CN(C)C2=O	-4	-3	0	0.5	3	-2	x	1
COc1cccc(CN(C)C[C@H]2OCc3cnnn3CCCC(=O)N([C@H](C)CO)C[C@H]2C)c1	-12	8	-8	-0.9	10	0	2[16.7 µM]	-3
COc1cccc2sc(N(CCN(C)C)C(=O)c3ccc(S(=O)(=O)N4CCCC4)cc3)nc12	2	x	1	0.0	-4	6	-1	6
Cc1nn(CC(=O)NCCC2=CCCCC2)c(C)c1S(=O)(=O)N(C)C	6	-15	0	1.2	-10	4	-6	1
C=CCSc1nnc(NC(=O)c2c(CC)noc2C)s1	-2	-5	0	0.3	-12	-2	-4	1
CC(C)(CN1CCCC1)NS(=O)(=O)c1ccc(Cl)cc1	x	0	-2	-0.3	-3	2	x	23
COC(=O)c1cc(NC(=O)c2ccc(OC)cc2)c(=O)oc1C	-11	2	0	3.4	-11	5	1	-1
CC1CCCC(NC(=O)Cn2c(Cl)nc3c2c(=O)n(C)c(=O)n3C)C1C (stereo not drawn)	-6	-4	0	-0.6	8	-5	-9	-1
O=S(=O)(NC1CCCCC1)c1ccc(-c2csnn2)s1	-4	1	0	x	x	0	u	x
COC(=O)C[C@H]1c2cc(C(F)(F)F)ccc2S(=O)(=O)N1Cc1ccccc1OC	x	12	1	0.1	-3	0	x	-1
CCOC(=O)c1cc2c(=O)n3ccccc3nc2n(Cc2ccco2)c1=NC(=O)c1ccc(OC)cc1OC	11	4	x	-0.2	7	x	x	x
CC(C)C#Cc1cnc2c(c1)C(=O)N([C@@H](C)CO)C[C@H](C)[C@@H](CN(C)Cc1ccccc1F)O2	6	3	-3	-2.0	-21	-2	-3[16.7 µM]	10
Cc1ccc(C(=O)NCc2ccc3c(c2)OCO3)o1	0	-5	8	0.2	1	-1	-7	11
CCC(=O)Nc1ccc2c(c1)C(=O)N(C)C[C@@H](OC)[C@@H](C)CN(C(=O)CC)[C@@H](C)CO2	2	3	-3	-0.2	1	3	x	13
Cc1cc(C)nc(NS(=O)(=O)c2ccc(CC(C)C)cc2)c1	-8	11	1	0.2	-6	1	-20	x
CNc1nc(C)nc(-c2ccccc2O)n1	1	-3	-1	-3.7	43	-2	-3	-4
CC(=O)c1ccc(NC(=S)NC(=O)Cc2ccc(Cl)cc2)cc1	1	8	-1	3.6	19	4	-2	-32
CC1CCCN(C(=O)C(=O)Nc2ccc3nc4n(c(=O)c3c2)CCCCC4)C1 (stereo not drawn)	-11	5	0	-1.5	-5	1	-1	-23
CC(=O)NC(c1ccccc1)c1cc([N+](=O)[O-])c2cccnc2c1O (stereo not drawn)	-3	-7	-6	-1.8	12	5	-9	-38
OC(COc1ccccc1CNCc1cccnc1)CN1CCc2ccccc2C1 (stereo not drawn)	-9	-2	x	-0.7	12	x	-7	2
COc1ccc(CNc2nc3c(c(=O)[nH]c(=O)n3C)n2CCCc2ccccc2)cc1	x	x	2	x	11	1	x	4
COc1ccc(C2CC(c3ccccc3)=NN2C(=O)COC(=O)c2cccc(O)c2)cc1 (stereo not drawn)	-37	-3	10	0.2	-19	3	-14	15
CO[C@H]1CN(C)C(=O)c2cc(NC(=O)C3CCOCC3)ccc2OC[C@@H](C)N(C(=O)c2ccccc2)C[C@@H]1C	1	-64	x	-2.8	-5	x	-7[16.7 µM]	-15
COc1ccc2nc3cc([N+](=O)[O-])ccc3c(NNc3ccc([N+](=O)[O-])cc3)c2c1	-2	0	x	0.4	x	x	-8	4
COc1ccc(CC(=O)NCC2CCCCC2)cc1OC	13	-3	2	0.9	19	-1	5	-1
C=CCn1c(P(C)(=O)O)nc2ccccc21	x	-2&0	-1	2.8	-1&18	0	-19	-13
CC(=O)N1CC(C(=O)Nc2ccc3c(c2)OCO3)Oc2ccccc21 (stereo not drawn)	0	x	-1	-2.9	x	1	-5	1
CCOC(=O)Cn1cnc(-c2ccc([N+](=O)[O-])cc2)c1	-1	7	0	x	-4	x	3	-2
Cn1c(N)c(C(=O)COC(=O)Cc2ccccc2F)c(=O)n(C)c1=O	-4	0	-1	-0.9	-2	1	-6	-2
Cc1noc(C)c1S(=O)(=O)Nc1cccc2c1O[C@H](CN(C)Cc1ccc(Oc3ccccc3)cc1)[C@H](C)CN([C@H](C)CO)C2=O	-5	x	-1	4.1	-13	0	20[16.7 µM]	8
O=C(O)CCSc1nnc(-c2ccccc2)n1-c1ccccc1	x	23	-4	x	x	2	-2	3
CCCCNC(=O)CN1C(=O)NC2NC(=O)NC21 (stereo not drawn)	-3	-9	2	-0.6	19	x	-4	6
NC(Cc1ccc(C(F)(F)F)cc1)c1csc(Nc2cc(Oc3ccccc3)ncn2)n1 (stereo not drawn)	-31	-6	-10	-1.2	x	-3	-4	-23
COc1cc(Cl)ccc1OCc1cc(C(=O)N2CCN(C3CCCCC3)CC2)no1	3	10	1	2.5	x	-5	0	5
C[C@@H]1CN([C@H](C)CO)C(=O)c2cc(NC(=O)Nc3ccc4c(c3)OCO4)ccc2O[C@H]1CN(C)C(=O)Nc1ccc2c(c1)OCO2	19	x	0	-2.1	-5	0	-5[16.7 µM]	0
COc1ccc(C(C(=O)NCc2ccccc2)N(Cc2cccnc2)C(=O)c2snc(C(N)=O)c2N)cc1OC (stereo not drawn)	x	-1	0	-0.7	16	1	x	-4
COC(=O)/C(C#N)=C/c1c(Oc2cc(C)cc(C)c2)nc2ccccn2c1=O	-8	-9	1	3.1	0	-4	-1	x
CCC[N+](C)(C)C(C)C(OC(C)=O)c1ccccc1 (stereo not drawn)	-5	8	-2	0.2	-4	2	-4	x
O=C(NCC1CCCO1)c1cccc(S(=O)(=O)NCc2ccccc2)c1 (stereo not drawn)	-8	2	7	-0.3	4	-5	3	2
COc1ccc(-c2ccc([C@H]3[C@H]4CN(CC5CCOCC5)CCCCN4[C@H]3CO)cc2)cc1	0	x	0	0.0	-2	10	8[16.7 µM]	6
CC(C)C1C(=O)N(Cc2cn(CCC3OCCCO3)nn2)CCS(=O)(=O)N1Cc1ccc(-c2cccc(N(C)C)c2)cc1 (stereo not drawn)	10	-8	-2	1.1	8	-1	6	4
CCNC(=O)C[C@H]1C=C[C@H](NS(=O)(=O)c2ccc(F)cc2)[C@H](CO)O1	11	-6	1	-1.2	9	-1	-17[16.7 µM]	4
Cc1ccc(NC(=O)CCN2C(=O)c3ccccc3S2(=O)=O)cc1C	x	4	-1	-1.0	-3	-1	x	-11
CO[C@H]1CN(C)C(=O)c2ccc(NS(C)(=O)=O)cc2OC[C@H](C)N(Cc2cncnc2)C[C@H]1C	9	1	-1	1.2	-10	2	-13[16.7 µM]	6
O=C(O)c1cccc(NC(=O)c2ccc(N3C(=O)c4ccc(C(=O)Nc5cccc(C(=O)O)c5)cc4C3=O)cc2)c1	5	3	0	-2.4	0	7	-3	20

Shown in CSV form: 4 of the compounds above
Structure,PGC1a acetyl inh,FN deposit inh,Cneo AK release,F508del corr,INS-1E GSIS act,PglD inh,miR122 inh,Statin myotox sup
CC(C)C1C(=O)N(Cc2cn(CCC3OCCCO3)nn2)CCS(=O)(=O)N1Cc1ccc(-c2cccc(N(C)C)c2)cc1 (stereo not drawn),10,-8,-2,1.1,8,-1,6,4
COc1ccc(-c2ccc([C@H]3[C@H]4CN(CC5CCOCC5)CCCCN4[C@H]3CO)cc2)cc1,0,x,0,0.0,-2,10,8[16.7 µM],6
COc1cc(Cl)ccc1OCc1cc(C(=O)N2CCN(C3CCCCC3)CC2)no1,3,10,1,2.5,x,-5,0,5
Cc1ccc(NC(=O)CCN2C(=O)c3ccccc3S2(=O)=O)cc1C,x,4,-1,-1.0,-3,-1,x,-11

More structures follow:
SMILES	PGC1a acetyl inh	FN deposit inh	Cneo AK release	F508del corr	INS-1E GSIS act	PglD inh	miR122 inh	Statin myotox sup
Fc1ccccc1/C=N/Nc1cc(N2CCCCC2)ncn1	31	9	-2	-2.2	3	0	-1	1
COc1ccc(-c2cc(NC=O)c3ncc(-c4cccc(C(=O)NCCN(C)C)c4)n3c2)cc1	9	x	0	1.6	29	0	-5	u
CC(=O)Nc1ccc(S(=O)(=O)N(C)CC(=O)OCC(=O)c2cc(C)n(-c3ccc4c(c3)OCO4)c2C)cc1	x	7	-1	x	-6	0	-4	-5
COc1ccccc1NC(=S)N(CCc1nc2cc(C)c(C)cc2[nH]1)Cc1cccnc1	-10	x	0	-4.8	-6	-1	3	-5
CCCCc1nnc(NC(=O)CSc2nc(C)cc(=O)[nH]2)s1	11	x	1	x	x	0	-7	5
Cc1ccc(CN(C(=O)c2ccc([N+](=O)[O-])cc2)C2CCS(=O)(=O)C2)o1 (stereo not drawn)	6	3	6	-0.8	17	-1	-7	-1
C[C@H](CO)N1C[C@H](C)[C@@H](CN(C)Cc2ccc(C(=O)O)cc2)Oc2c(NC(=O)NC3CCCCC3)cccc2C1=O	-1	x	-2	2.6	11	8	4[16.7 µM]	3
CN(C)S(=O)(=O)n1cc(/C=C(\NC(=O)c2ccccc2)C(=O)NCCN2CCOCC2)c2ccccc21	x	2	2	-4.0	10	-5	x	-4
COC(=O)c1ccc(CSC2=NC[C@@H]3[C@@H]4C(=O)N(Cc5ccccc5)C(=O)[C@@H]4[C@](C)(C(=O)OC)N23)cc1	-2	-2	7	0.3	-1	0	-4	2
CC(=O)N1CCCCN2[C@@H](CO)[C@@H](c3ccc(-c4cccc(C(=O)N(C)C)c4)cc3)[C@@H]2C1	4	x	-1	-1.0	5	1	5[16.7 µM]	x
Cc1ccc(C2OC(=O)C=C2c2ccccc2)cc1 (stereo not drawn)	-4	0	-5	-1.5	x	-9	-4	8
O=C(CCc1ccc(O)cc1)NN=Cc1cc(Br)ccc1O	9	0	-2	-3.3	-13	-5	x	3
Cn1cnc(S(=O)(=O)NC2CCN(Cc3c(F)cccc3Cl)CC2)c1	5	x	-1	1.0	7	-4	1	6
OC(CNCCNc1ncccc1C(F)(F)F)Cn1ccc2ccccc21 (stereo not drawn)	-18	-5	9	0.3	-5	2	-16	11
O=C(C[C@@H]1C[C@H]2c3cc(NC(=O)C4CCOCC4)ccc3O[C@H]2[C@@H](CO)O1)NCc1cccc(F)c1	-10	2	-3	-3.9	-3	-1	2[16.7 µM]	-5
CCOc1ccc(-n2nnnc2SCC(=O)N2CCOCC2)cc1	-9	x	2	x	x	3	-1	4
